S-ASM inh: blocks human secretory acid sphingomyelinase. placental ASM, HMU-PC fluorogenic substrate, 60 min. AID 504937. hit rate 0.006% among 340,000. P17405. Potency, µM (highest dose often 57.5 µM), without a hit: at the top dose activity change, negative = inhibition, actives largely listed as inhibitors; also: potency is read from the fitted curve at half-maximal effect
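HMU-PC0 cleavage (9 uM final) by human placental ASM, 60 min at 37 °C following 10 min compound exposure at RT; stopped at pH 10, fluorescence Ex 386/Em 447 nm.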
TSHR antagonist: blocks TSH signaling through the human TSH receptor | activity change, negative = inhibition, % at 11.5 µM | TSHR-expressing cells, TSH-stimulated cAMP HTRF, 2 h; hits give low values | hit rate 0.2% among 330,000;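 active = activity change below a set negative limit, meaning inhibition stronger than a set level, cut at about -70% in these data; inconclusive = activity change between two set negative limits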; also: % is scaled to controls: 0 for no effect and ±100 for the full control effect
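Cell-based HTRF cAMP assay; TSHR cells + compound, TSH EC80 (4nM final), 2 h, 37 deg C. Lysis with anti-cAMP cryptate and cAMP-d2, 30 min RT, read 665/620 nm.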
MBNL1 CUG block: MBNL1-poly(CUG) RNA binding inhibition | hit rate 0.036% among 280,000 | Potency, µM (doses to about 57.5 µM), inactives show at the top dose activity change, negative = inhibition, hits mostly inhibitors | Q9NR56 | TR-FRET MBNL1-His/biotin-(CUG)12 binding, 665/545 ratio | AID 2675; active = well fitted inhibition curve with a large enough effect in the signal ratio, with a control signal flat, not every such curve was filed as active; inconclusive = small, poorly fitted or top-dose-only effect, or effect the other way, or a change in a side signal; inactive = no such curve, though single readings can be large or run the other way; the % refers to the signal ratio; also: potency is read from the fitted curve at half-maximal effect; % is scaled to controls: 0 for no effect and ±100 for the full control effect
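Compound titration spanned 92 nM–58 uM against the MBNL1-His/biotin-(CUG)12 complex. After 60 min at room temperature with 5 nM streptavidin-XL665 and 0.055 ng/ul terbium anti-His, ratiometric 665/545 nm emission (Ex 340 nm) normalized to controls.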
PKM2 activator: activators of human pyruvate kinase M2. P14618. Potency, µM (series often up to 57.5 µM), for inactives: top-dose activation, hits mostly activators. hit rate 0.34% among 260,000. purified PKM2, Kinase-Glo ATP luminescence, activation; response scale: 0% is enzyme alone, no compound; also: potency is read from the fitted curve at half-maximal effect; % is scaled to controls: 0 for no effect and ±100 for the full control effect; nearly all actives have a fitted effect of over 55% in size
Target sequence (P14618 whole entry, looked up): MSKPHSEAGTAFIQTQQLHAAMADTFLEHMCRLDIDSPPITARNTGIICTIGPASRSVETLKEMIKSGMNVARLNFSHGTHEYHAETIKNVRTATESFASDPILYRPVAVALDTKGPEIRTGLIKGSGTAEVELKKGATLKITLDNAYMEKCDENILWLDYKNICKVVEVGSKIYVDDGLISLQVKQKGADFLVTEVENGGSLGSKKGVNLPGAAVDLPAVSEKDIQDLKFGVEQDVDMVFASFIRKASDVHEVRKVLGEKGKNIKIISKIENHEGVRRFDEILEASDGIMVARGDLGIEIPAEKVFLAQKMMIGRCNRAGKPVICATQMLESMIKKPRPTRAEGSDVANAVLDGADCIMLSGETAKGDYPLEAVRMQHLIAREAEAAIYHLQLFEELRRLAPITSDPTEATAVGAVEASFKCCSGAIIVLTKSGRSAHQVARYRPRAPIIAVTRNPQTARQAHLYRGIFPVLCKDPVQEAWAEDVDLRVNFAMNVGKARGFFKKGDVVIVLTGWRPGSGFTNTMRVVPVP
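Purified hPK-M2 (>95%) run at intermediate activity with 0.1 mM ADP and 0.5 mM PEP in 50 mM imidazole pH 7.2, KCl, MgCl2; 1 h room temperature. ATP formed read by Kinase-Glo luminescence; normalized to uninhibited and no-enzyme controls.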
GALK inh: blocks human galactokinase activity; P51570; hit rate 0.007% among 270,000; Potency, µM (top dose mostly 57.5 µM), for the others: top-dose activity change, negative = inhibition, most hits filed as inhibitors; Purified GALK, Kinase-Glo residual ATP luminescence; also: potency is read from the fitted curve at half-maximal effect; % is scaled to controls: 0 for no effect and ±100 for the full control effect
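Human GALK (5 nM) with 35 uM ATP and 100 uM galactose in 20 mM HEPES pH 8.0, 5 mM MgCl2, 60 mM NaCl, 1 mM DTT, 0.01% BSA. After 1 h at room temperature, leftover ATP was read by Kinase-Glo Plus luminescence.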
hERG WT inh: blocks the wildtype human KCNH2 potassium channel | Q12809 | U2OS, BacMam KCNH2, thallium flux FluxOr; hits give low values | activity change, % at 1.84 µM | hit rate 0.37% among 340,000 | AID 720551;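 active = maximum activity change below -70%; inconclusive = maximum activity change between -70% and -50%; inactive = maximum activity change above -50%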; also: % is scaled to controls: 0 for no effect and ±100 for the full control effect
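U2OS cells transduced with wild-type KCNH2 virus are loaded with FluxOr dye for 45 min, and thallium flux is measured in kinetic reads before and after stimulation buffer. Rate constants are normalized to DMSO controls.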
Eya2 inh: inhibitors of human Eya2 phosphatase activity | O00167 | recombinant Eya2, OMFP fluorescence dephosphorylation (OMFP is methylfluorescein phosphate) | AID 488837 | Potency, µM (highest dose often 76.9 µM), for inactives: at the top dose activity, negative = inhibition, usual class: inhibitors | hit rate 0.006% among 330,000; also: potency is read from the fitted curve at half-maximal effect; % is scaled to controls: 0 for no effect and ±100 for the full control effect
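Eya2 protein (added as 0.2 uM solution) was preincubated with compound for 10 min at ambient temperature in 50 mM HEPES pH 7.5, 50 mM NaCl, 5 uM MgCl2, 0.05% BSA, 1 mM DTT. OMFP (added at 50 uM) then reacted 10 min; fluorescence read at 485/525 nm.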
BCR signal inh: inhibitors of chronic active B-cell receptor signaling; ABC-DLBCL IkBa-CBG/CBR reporter, luminescence ratio, 4 h; Potency, µM (doses to about 46.1 µM), for inactives: at the top dose ratio change, negative = lower green/red ratio, most hits filed as inhibitors; hit rate 0.05% among 340,000; AID 493014; active = well fitted inhibition curve with a large enough effect in the signal ratio, with a control signal flat, not every such curve was filed as active; inconclusive = small, poorly fitted or top-dose-only effect, or effect the other way, or a change in a side signal; the % refers to the signal ratio;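 also: potency is read from the fitted curve at half-maximal effect; plate controls were basal doxycycline-induced cells for no effect and cells given 10 µM MG132 for full effect; MG132 reads +100%, hits lower the ratio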
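Cell line TMD8 (human ABC DLBCL), stably expressing tet-inducible CBG68-IkBa fusion and CBR; IMDM/0.5% FBS; cpd up to 46 uM; dox induction, 4 h, 37C/5% CO2; dual luminescence; green/red ratio; MG132 control.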
Mito fusion yeast: mitochondrial division inhibition or fusion activation. S. cerevisiae fusion-defective mutant growth rescue, CellTiterGlo 48 h. Potency, µM (doses to about 46.1 µM), without a hit: top-dose growth rescue (activation), actives largely listed as activators. hit rate 0.23% among 320,000;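 also: potency is read from the fitted curve at half-maximal effect; % of control where 0% means no effect; nearly all actives have a fitted effect of over 45% in size; temperature-sensitive fusion mutants such as fzo1-1 at 37 °C on non-fermentable ethanol glycerol medium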
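S. cerevisiae fusion-defective temperature-sensitive mutants (e.g. fzo1-1, mgm1-5) grown 48 h at 37C in YPEG (ethanol/glycerol non-fermentable) medium with 23 nl compound per well; growth rescue read as CellTiterGlo luminescence.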
USP2a inh: blocks human ubiquitin-specific protease USP2a. O75604. USP2 core, Ub-CHOP2 coupled fluorogenic reporter, 485/531. Potency, µM (highest dose often 38.3 µM), for inactives: top-dose activity change, negative = inhibition, usual class: inhibitors. hit rate 0.01% among 330,000. AID 463254;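 also: potency is read from the fitted curve at half-maximal effect; plate controls were DMSO wells for no effect and full inhibition by NEM control for full effect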
Target sequence (O75604 whole entry, looked up): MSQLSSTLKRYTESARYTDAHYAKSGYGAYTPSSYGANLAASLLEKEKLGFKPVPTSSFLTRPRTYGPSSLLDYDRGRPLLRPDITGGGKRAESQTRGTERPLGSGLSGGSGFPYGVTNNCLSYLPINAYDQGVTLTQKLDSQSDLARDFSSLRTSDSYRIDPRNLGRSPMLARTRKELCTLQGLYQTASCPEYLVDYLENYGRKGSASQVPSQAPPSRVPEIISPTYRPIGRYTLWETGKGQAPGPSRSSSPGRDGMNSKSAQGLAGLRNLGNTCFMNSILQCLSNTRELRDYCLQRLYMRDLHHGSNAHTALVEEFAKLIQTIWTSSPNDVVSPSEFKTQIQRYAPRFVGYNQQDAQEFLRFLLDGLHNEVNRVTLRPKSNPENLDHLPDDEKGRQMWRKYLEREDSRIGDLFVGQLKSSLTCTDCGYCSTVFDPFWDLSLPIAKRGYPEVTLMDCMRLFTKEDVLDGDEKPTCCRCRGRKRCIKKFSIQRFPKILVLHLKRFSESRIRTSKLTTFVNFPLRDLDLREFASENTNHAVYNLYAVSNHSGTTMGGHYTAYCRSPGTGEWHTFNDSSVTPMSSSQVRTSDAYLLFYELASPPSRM
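Cell-free coupled assay: 10nM USP2 core preincubated 30min RT with compound in Tris-HCl pH 8.0/CaCl2/CHAPS buffer, then 25nM Ub-CHOP2 and 25nM reporter substrate; fluorescence (Ex 485/Em 531) read after 60min RT, normalized to NEM inhibition, concentration-response curves fitted.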
Menin MLL FP TR: displaces Texas Red mutant MLL peptide from human menin | Menin + Texas Red MLL mutant peptide, fluorescence polarization | O00255 | hit rate 0.23% among 270,000 | Potency, µM (top dose mostly 61.6 µM), without a hit: top-dose FP activity change, negative = inhibition, usual class: inhibitors; active = well fitted inhibition curve with a large enough effect in the polarisation, with a control signal flat, not every such curve was filed as active; inconclusive = small, poorly fitted or top-dose-only effect, or effect the other way, or a change in a side signal; inactive = no such curve, though single readings can be large or run the other way; the % refers to the polarisation; also: potency is read from the fitted curve at half-maximal effect; % of control where 0% means no effect; many of its hits are not listed in these tables
* = called active by the depositor; ? = inconclusive; . = not tested or not shown; & = joins results of further samples; [ ] = another dose, or the depositor's remark. Unless noted, calls follow the shape of the dose curve; as a rule, active = well fitted curve in the direction sought with a large enough effect; inconclusive = small, poorly fitted or top-dose-only effect, or another doubt; inactive = no such curve, though single readings can be large; an effect the other way counts as inactive or inconclusive. The list is partial; rates above refer to the full screens.

SMILES	S-ASM inh	TSHR antagonist	MBNL1 CUG block	PKM2 activator	GALK inh	hERG WT inh	Eya2 inh	BCR signal inh	Mito fusion yeast	USP2a inh	Menin MLL FP TR
COC(=O)C1=C(c2ccccc2OCc2ccccc2)C[C@@H]2CC[C@H]1N2C(=O)NCc1ccc(Br)cc1	-1.5%	-19.1	.	.	.	0.3	3.2%	11.9%	26.8%	-1.0%	.
CN(C)C(=O)Oc1ccc(Cl)c2ccccc12	1.1%	-2.6	11.9%	22.7%	-2.1%	3.5	-5.3%	-2.6%	-3.1%	-1.3%	22.3%
CCOc1cc(C2NCc3ccccc3-n3cccc32)ccc1O (centres undefined)	2.3%	-3.3	-9.8%	5.8%	-1.0%	9.3	8.9%	-1.2%	-5.0%	-0.8%	-9.7%
OC(CN1CC=C(c2ccccc2)CC1)c1ccccc1 (centres undefined)	8.8%	-1.5	1.2%	-5.2%	8.5%	23.3	-4.6%	-6.4%	4.3%	-0.1%	-17.1%
CCC(=NC(C)c1ccccc1)c1c(O)n(C)c(=O)n(C)c1=O (centres undefined)	-2.3%	-33.0	4.3%	-3.0%	-1.5%	-13.7	8.8%	?	-0.2%	1.8%	-12.2%
CC1(C)CN=C(Nc2ccc(F)c(F)c2)S1	-0.4%	-6.1	0.9%	6.6%	1.4%	8.3	18.1%	?	-4.4%	-1.2%	5.1%
CC(C)C(=O)NC(Oc1ccccc1Cl)C(Cl)(Cl)Cl (centres undefined)	-1.9%	4.2	-4.5%	-1.8%	-0.1%	-12.7	-2.4%	-4.4%	29.7%	4.1%	16.4%
CCCc1[nH]nc2c1C(c1ccc(OC)c(Cn3nnc4ccccc43)c1)C(C#N)=C(N)O2 (centres undefined)	-1.6%	.	0.7%	7.8%	-3.4%	-3.7	.	.	-6.1%	.	?
O=C1CNC(c2ccccc2Cl)c2cc(Br)ccc2N1 (centres undefined)	-0.7%	-3.3	-2.9%	-3.1%	0.9%	-10.1	-0.9%	-13.3%	13.4%	-0.6%	-2.2%
Cc1nc2cc([N+](=O)[O-])ccc2c(=O)n1-c1ccc(Br)cc1	-2.2%	10.4	16.9%	0.0%	0.0%	-2.0	0.6%	0.4%	-0.2%	3.0%	7.4%
Cc1c(C(=O)N2CCC3(CC2)OCCO3)sc2ncnc(N3CCc4ccccc4C3)c12	-0.1%	-15.4	0.6%	6.3%	5.3%	0.7	0.8%	-23.0%	3.1%	3.1%	-15.3%
CCOC(=O)[C@]1(C#N)[C@@H]2C=CC(C(N)=O)=CN2[C@@H](C(N)=O)[C@@H]1c1ccc(F)cc1	12.8%	1.1	?	-7.9%	4.9%	-2.6	14.7%	0.2%	-0.9%	-1.5%	.
Cn1cc(C(=O)N2CCOCC2)c2ccccc21	2.6%	11.5	-9.2%	-2.7%	2.0%	5.6	-0.9%	1.9%	-2.9%	12.9%	1.1%
C=C(C)CN1CC[C@]23c4c5ccc(O)c4O[C@H]2c2[nH]c4ccccc4c2C[C@@]3(O)C1C5	.	-4.2	2.8%	-0.9%	3.9%	.	-1.1%	?	-2.2%	0.2%	22.8%
CCC(CC)C(=O)NC1CCSC1=O (centres undefined)	0.5%	6.3	7.4%	-4.6%	-3.1%	32.6	20.8%	-6.9%	-0.8%	-0.6%	18.2%
COc1ccc(N2CCN(Cc3nc4ccccc4[nH]3)CC2)cc1	2.6%	-3.6	-6.1%	0.2%	1.1%	-2.2	4.4%	?	-0.3%	0.4%	10.1%
N/C(=N\[N+](=O)[O-])N1CCN(C(=O)OC2CCCC2)CC1	1.3%	-0.5	-4.1%	.	.	-1.0	-1.1%	-2.1%	-6.9%	-2.5%	-9.8%
CC(C)CCC1(CN2CCCC2=O)C(=O)NC(=O)NC1=O	1.7%	-34.2	-6.0%	-1.5%	0.0%	-13.1	13.6%	-8.3%	3.2%	0.6%	-2.7%
COc1cc2[nH]c(=O)n(-c3ccccc3)c(=O)c2cc1OC	6.7%	-6.9	5.2%	3.1%	-2.9%	-7.1	-20.8%	3.7%	-5.7%	1.0%	20.0%
O[C@H]1[C@H](O)[C@@H](O)CN2CC[C@H](O)[C@H]12	6.0%	4.7	-1.1%	0.7%	.	0.5	6.3%	-2.4%	-3.8%	1.3%	-9.4%&1.9%
Cc1ccc(-c2cc(-c3ccccc3)cc(-c3ccccc3)[n+]2-c2ccccc2C(=O)O)cc1	3.6%	-1.4	.	.	.	-2.4	4.2%	-0.4%	-4.3%	-0.6%	.
CC/C(=N\NC(=O)c1ccccc1Cl)c1c(O)n(C2CCCCC2)c(=O)[nH]c1=O	-0.9%	2.6	-0.4%	.	-4.1%	4.1	-0.6%	?	-2.3%	-9.8%	.
COC(=O)C1=C(c2ccc3ccccc3c2)C[C@@H]2CC[C@H]1N2C(=O)NCc1ccco1	-5.8%	-15.7	.	.	.	-1.8	0.7%	-0.1%	7.0%	1.5%	.
O=c1[nH]c(=O)n(CCc2ccc(F)cc2)c(O)c1C=NCCCN1CCOCC1	0.6%	-11.7	-9.6%	0.8%	1.0%	11.4	-1.6%	-25.7%	-0.3%	-0.6%	20.1%
OC1/C(=C/c2ccc(Cl)cc2Cl)N2CCC1CC2 (centres undefined)	2.6%	-3.3	0.4%	-13.6%	1.1%	2.5	-1.8%	7.0%	-4.1%	-1.1%	-0.7%

(listing goes on)
SMILES	S-ASM inh	TSHR antagonist	MBNL1 CUG block	PKM2 activator	GALK inh	hERG WT inh	Eya2 inh	BCR signal inh	Mito fusion yeast	USP2a inh	Menin MLL FP TR
CC(C)Nc1nc(Cl)nc(NC(C)C)n1	1.8%	2.7	.	-8.1%	0.1%	4.0	2.3%	7.6%	7.3%	3.9%	-6.4%&-16.2%
Cc1cc(C)n2nc(SCC(=O)N3CCC4(CC3)OCCO4)nc2n1	-4.2%	5.2	-16.2%	5.2%	-0.6%	-13.2	-29.2%	0.9%	1.2%	-1.4%	1.6%
CC1CCCCN1Cc1c[nH]c2ccccc12 (centres undefined)	5.4%	-4.7	-7.8%	-1.2%	1.2%	-2.8	20.9%	?	2.2%	2.9%	.
O=C(c1ccc(Br)cc1)C12CN3CN(CN(C3)C1)C2	0.0%	-1.5	-6.4%	-13.2%	-0.2%	-10.3	-5.1%	?	-19.0%	4.1%	-8.5%
COc1cccc(OCCNC(=O)c2cc([N+](=O)[O-])cc([N+](=O)[O-])c2)c1	-1.4%	-6.5	?	.	10.0%	5.7	?	-7.4%	-1.4%	-0.9%	?
CN1C(=O)N(C)C(=O)C2(Cc3c(ccc4ccccc34)N(C)C2)C1=O	0.1%	12.4	?	1.9%	2.8%	-1.7	3.3%	-1.9%	-2.4%	1.0%	42.5%[activator]
O=C(Oc1ccc2ccc(OC(=O)N3CCCCCC3)cc2c1)N1CCCCCC1	-1.6%	16.0	6.7%	5.2%	.	0.0	-4.7%	-1.1%	-0.6%	-0.3%	?
CC(=NCCC1=CCCCC1)c1c(O)n(C)c(=O)n(C)c1=O	0.0%	-4.4	?	-1.2%	0.7%	4.8	-4.6%	3.2%	3.2%	3.5%	-1.9%
COC(=O)C1=C(c2cccc(OCc3ccccc3)c2)C[C@@H]2CC[C@H]1N2C(=O)NCCN1CCOCC1	1.3%	-3.4	.	.	.	3.2	0.4%	4.1%	-3.5%	-0.4%	.
CCC1C2Cn3c(nc4ccccc43)C1N(C)O2 (centres undefined)	4.4%	7.2	-1.5%	-0.5%	-1.6%	4.9	6.2%	8.3%	-0.2%	0.0%	.
Cc1ccc(N)c(C(=O)c2ccc(Br)cc2)c1	-11.4%	-4.4	5.2%	6.6%	-1.1%	6.7	-3.9%	?	13.5%	-9.0%	13.9%
Cc1cc(OC(C)C(=O)NCc2ccncc2)c2c3c(c(=O)oc2c1)CCCC3 (centres undefined)	-8.2%	-1.6	5.4%	.	-1.1%	-9.3	7.4%	5.4%	25.6%	3.4%	-24.1%
N#CC(C#N)=Cc1ccc(-c2ccccc2)o1	.	19.6	?	-2.4%	.	.	-1.1%	-5.7%	0.7%	6.4%	-26.4%
ClCCN1CCN(c2ccnc3cc(Cl)ccc23)CC1	-3.2%	5.5	-18.7%	2.4%	1.4%	5.7	-3.8%	-14.1%	-3.2%	-0.5%	18.2%

Compound activity (PubChem BioAssay)
